Screening data: PubChem, several laboratories
Kir21 block: blocks the mouse Kir2.1 inward-rectifier potassium channel | HEK293-Kir2.1, FluxOR thallium flux fluorescence; stronger effect = lower value | B-score at 10 µM | 310,000 compounds, 0.85% hits;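 active = fluorescence ratio B-score at or below minus 3 SD of library scores, with starting-brightness B-score within 2 SD, cut at about -4.2 in these data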;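 note: channel flux triggered by added potassium and thallium sulfate stimulus; B-score of peak minus minimum fluorescence over baseline after thallium stimulus; more negative B-score means stronger Kir2.1 block with less thallium influx; some compounds called inactive have numbers as strong as hits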
Target sequence (P35561 whole entry, looked up): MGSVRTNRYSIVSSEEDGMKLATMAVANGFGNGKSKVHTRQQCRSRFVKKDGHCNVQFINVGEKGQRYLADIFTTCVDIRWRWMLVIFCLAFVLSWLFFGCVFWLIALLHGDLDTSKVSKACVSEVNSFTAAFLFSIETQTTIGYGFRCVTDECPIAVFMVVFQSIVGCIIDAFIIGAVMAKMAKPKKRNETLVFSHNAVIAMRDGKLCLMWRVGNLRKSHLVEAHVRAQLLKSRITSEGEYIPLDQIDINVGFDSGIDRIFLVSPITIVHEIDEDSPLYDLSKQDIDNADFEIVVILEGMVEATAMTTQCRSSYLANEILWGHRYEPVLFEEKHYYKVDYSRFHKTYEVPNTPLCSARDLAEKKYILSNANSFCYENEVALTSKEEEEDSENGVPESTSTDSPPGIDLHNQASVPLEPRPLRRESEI
KCNQ2 block: KCNQ2 potassium channel inhibitors, primary screen, cell-based, CHO-K1, FluxOR thallium flux, B-score (AID 2156) | O88943 | 310,000 compounds, 1.1% hits | B-score at 10 µM | 20 min; stronger effect = lower value;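 active = fluorescence ratio B-score at most minus 3 library SDs, with starting brightness B-score within 2 library SDs, cut at about -5.5 in these data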
STK33 inh: blocks human STK33 kinase activity | purified STK33, MBP phosphorylation, ADP-Glo luminescence | inhibition, % at 10 µM | 320,000 compounds, 0.073% hits | AID 2661;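 active = inhibition at or above 25%, using the most active replicate where run in duplicate; inactive = inhibition below 25%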
Target sequence (Q9BYT3 whole entry, looked up): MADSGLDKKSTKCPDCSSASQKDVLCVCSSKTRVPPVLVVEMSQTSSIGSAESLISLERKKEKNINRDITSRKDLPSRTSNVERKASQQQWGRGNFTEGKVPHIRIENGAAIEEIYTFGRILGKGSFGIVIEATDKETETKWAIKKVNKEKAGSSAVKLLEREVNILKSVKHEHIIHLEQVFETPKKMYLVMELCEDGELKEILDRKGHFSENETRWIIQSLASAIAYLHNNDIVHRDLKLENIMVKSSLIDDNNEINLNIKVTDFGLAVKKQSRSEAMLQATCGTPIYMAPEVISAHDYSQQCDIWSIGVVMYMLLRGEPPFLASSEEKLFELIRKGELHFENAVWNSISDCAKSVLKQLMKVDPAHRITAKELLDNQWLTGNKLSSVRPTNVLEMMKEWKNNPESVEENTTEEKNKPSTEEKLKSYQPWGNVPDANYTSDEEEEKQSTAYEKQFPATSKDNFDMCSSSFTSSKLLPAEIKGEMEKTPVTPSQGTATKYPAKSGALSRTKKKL
* hit, by the source's call; i = inactive; x = no result given.

SMILES | Kir21 block | KCNQ2 block | STK33 inh
COc1cc(C2C(C#N)=C(N)OC3=C2C(=O)CCC3)c([N+](=O)[O-])cc1OC (configuration not stated) | -6.2 | i | 1.8
Cn1c(SCC(=O)N2CCCCCC2)nnc1-c1ccco1 | 0 | i | -0.9
Cc1ccsc1/C=N/NC(=O)c1ccco1 | 0.4 | i | -0.7
Fc1ccc(C2=Nn3c(Cc4ccccc4)nnc3SC2)cc1 | 0.97 | i | -1.4
Cc1ccc2cc(CN(Cc3nnnn3C3CCCC3)C3CCCCC3)c(=O)[nH]c2c1C | -0.5 | i | x
COc1ccc(C(C)=O)cc1COC(=O)c1ccc(N)c([N+](=O)[O-])c1 | -0.16 | i | -0.8
COC(=O)CC1C(=O)NC2CCCCC2N1C(=O)c1ccccc1 (configuration not stated) | 0.82 | i | 0.0
COc1cc(OC)cc(C(=O)N[C@H](C(=O)Nc2cccc(S(=O)(=O)N3CCCC3)c2)C(C)C)c1 | 0.3 | i | 0.2
COc1ccc(-n2c(Cc3cccn3C)nnc2SCC(=O)Nc2ccc(C)c(Cl)c2)cc1 | -0.64 | i | -0.1
Nc1cccc(-c2nc3ccc(N)cc3s2)c1 | -1 | i | 4.5
CCOC(=O)C1CCCN(C(=O)c2cc(Nc3ccc(OC)cc3OC)nc3ccccc23)C1 (configuration not stated) | -0.01 | -7.6* | -0.3
CN(C)C(=O)c1ccc(Oc2ccc(C(=O)N(C)C)cc2)cc1 | 1.5 | i | -0.3
COc1cccc(-c2csc(N3CCN(CC(=O)NNC(=O)c4ccc(Cl)cc4)CC3)n2)c1 | -1.5 | i | -0.7
O=C(CN1C(=O)COc2ccccc21)Nc1ccc(N2CCOCC2)cc1 | -0.37 | i | 0.2
Cc1c(NCc2ccccc2O)c(=O)n(-c2ccccc2)n1C | -1.1 | i | -0.8
O=c1cc(-c2ccccc2)n(S(=O)(=O)c2ccccc2)o1 | -0.11 | i | -0.2
CCNc1ccc(S(=O)(=O)C(F)(F)F)cc1NC(=O)C12CCC(CC1)C2 | -0.6 | i | -0.8
O=C(CCCOc1ccc(Cl)cc1Cl)NCC1CCCO1 (configuration not stated) | -0.3 | i | -2.4
C=CCNC(=O)/C(C#N)=C/c1c(N2CCN(c3ccccc3)CC2)nc2c(C)cccn2c1=O | -0.59 | i | -1.4
COc1cc(C(=O)NC(=S)Nc2ccc(NC(=O)c3ccco3)cc2)cc(OC)c1OC | 2.3 | i | -1.0
CSc1nc(-c2ccccc2)c(-c2ccccc2)[nH]1 | -1 | i | 2.4
CC1CCc2c(sc3ncn(N)c(=N)c23)C1 (configuration not stated) | 0.42 | i | 0.1
O=C1NC2(CCCCCC2)C(=O)N1Cc1ccccc1Br | 0.65 | i | 1.2
CCOC(=O)c1cc(-c2ccccc2)sc1NC(=O)c1ccc(OC)cc1 | 0.98 | i | -2.3
Cc1ccc2cccc(Oc3cnccn3)c2n1 | 0.04 | i | -1.9
CNC(=O)CSc1nnc(-c2ccco2)n1-c1cccc(C)c1C | -0.16 | i | -1.2
Cc1ccccc1OC(C)c1nc(-c2ccccc2)no1 (configuration not stated) | -0.01 | i | -2.3
CCCOc1ccc(-c2nnn(CC(=O)N3CCCCC3)n2)cc1 | -0.12 | i | -0.9
COc1ccc(C(=O)Nc2scc(-c3ccc(Cl)cc3Cl)c2C(N)=O)cc1 | 0.52 | i | -2.6
CCCC(C)c1nnc(NC(=O)CCS(=O)(=O)c2ccccc2)s1 (configuration not stated) | 0.09 | i | -1.6
CN(C)C(=O)c1cnc(Sc2ncc(C(F)(F)F)cc2Cl)n1C | 2 | i | -4.0
O=C(CN1CCOCC1)Nc1cccc(C(=O)Nc2cccc(C(F)(F)F)c2)c1 | -0.76 | i | -0.7
COc1ccc(N(CC(=O)NC2CCCC2)C(=O)Cn2nnc(-c3ccc(C)o3)n2)cc1 | -1.4 | i | x
COc1ccccc1NC(=O)/C(=N/OCc1ccc(F)cc1)C(C)=O | -0.34 | i | 0.8
CC(C)CCOc1ccc(NC(=O)C2OC3OC(C)(C)OC3C3OC(C)(C)OC23)cc1 (configuration not stated) | -0.97 | i | -0.7
COc1ccc2oc(=O)c(C(=O)N3c4ccccc4CC3C)cc2c1 (configuration not stated) | 0 | i | 0.0
Cc1ccccc1C(=O)Nc1ccc(N(C)C)c2ccccc12 | -1.9 | i | -1.1
O=C(CN(C(=O)CCC(=O)Nc1nccs1)c1ccc(F)cc1)NCc1ccccc1 | 1 | i | 0.0
O=C(Cc1ccccc1F)OCC(=O)N1CCc2ccccc21 | -1.6 | i | -0.9
Cc1ccc(C(=O)NCCc2c[nH]c3ccccc23)c(C)c1 | -0.09 | i | 0.4
COc1ccc(NC(=O)CN2CCN(c3c(C)cc(C)cc3C)CC2)cc1 | 0.35 | i | 0.2
O=C1CC2C(=O)NCCN2C(=NC(=O)c2ccccc2)N1 (configuration not stated) | -1.5 | i | x
CCCN(C(=O)CN1C(=O)NC2(CCCCCC2)C1=O)C1CCS(=O)(=O)C1 (configuration not stated) | -0.67 | i | x
Cc1cc(SCNC(=O)c2ccccc2)ncn1 | 0.4 | i | -1.2
CC(C)c1ccc(-c2noc(C3CCCN(C(=O)c4ccc(F)cc4F)C3)n2)cc1 (configuration not stated) | 0.25 | i | -1.2
Cc1ccc(SCCCCN2CCNCC2)cc1 | -2.4 | i | 3.5
CCN=C1Sc2nc3ccc(OCC)cc3cc2CN1CCOC | -1.2 | i | -1.5
CC(NC(=O)CSc1n[nH]c(N)n1)c1ccccc1 (configuration not stated) | -0.7 | i | -0.3
COCCCNCC(=O)Nc1sc(C)c(C)c1C(=O)OC | -2.2 | i | 0.9
CCN(CC)CCCNc1ccc(-c2nnc(-c3ccc(OCC(C)C)cc3)o2)cn1 | -6.5* | -7.3* | -0.4
Cc1ccc(NC(=O)CC2SC(=O)NC2=O)cc1 (configuration not stated) | -0.7 | i | -0.3
Cc1ccccc1OC(C)C(=O)N1CCN(c2ccccn2)CC1 (configuration not stated) | 0.04 | i | 0.3
O=S(=O)(c1ccccc1)c1ccccc1/C=N\O | -2.9 | i | -1.1
CCN1C(=O)c2cccc3c(NC(=O)c4ccccc4)ccc1c23 | 0.1 | i | -1.4
Oc1[nH]c2ccccc2c1C=NCC1CCCO1 (configuration not stated) | 1.9 | i | -1.2
CCC(CC)C(=O)N=C1SC2CS(=O)(=O)CC2N1CCc1ccc(OC)c(OC)c1 (configuration not stated) | 0.01 | i | 0.1
O=C(c1ccc(F)cc1F)N1CCN(c2ccccn2)CC1 | -0.16 | i | -0.2
CN(C)C(=O)CSC1c2ccccc2C(=O)N1c1ccccc1 (configuration not stated) | 0.42 | i | 0.1
Cc1nn(-c2ccccc2)c(Cl)c1/C=C1\SC(=S)NC1=O | -0.1 | i | 1.4
Cc1cccc(S(=O)(=O)C(C#N)c2nc3ccccc3nc2N2CCOCC2)c1 (configuration not stated) | 2.5 | i | 4.7

(list continues)
Value order – Kir21 block, KCNQ2 block, STK33 inh
> Cc1cccc(NC(=O)c2cccc(NC3=NC4CS(=O)(=O)CC4S3)c2)c1 (configuration not stated)
  0.72, i, -0.5
> CCc1nnc(NC(=O)CSc2nnc(CNc3ccc(Cl)cc3)o2)s1
  -0.27, i, -1.3
> COc1cc(C2c3c(oc4ccccc4c3=O)C(=O)N2CCN2CCOCC2)cc(OC)c1OC (configuration not stated)
  -1.5, i, -2.2
> COC(=O)N/N=C\c1c(C)[nH]n(-c2ccccc2)c1=O
  0.11, i, -0.5
> O=C(O)c1ccc(N2C(=O)CC(SC(=NCc3ccc4c(c3)OCO4)Nc3ccccc3)C2=O)cc1 (configuration not stated)
  -0.7, i, -4.4
> C=CCn1c(SC(C)C(=O)NC2CC2)nnc1-c1ccoc1C (configuration not stated)
  -0.48, i, -0.6
> CC(C)COC(=O)C(C)Nc1n[nH]c(=S)[nH]c1=O (configuration not stated)
  0.59, i, -1.7
> CCOC(=O)C1(CCc2ccccc2)CCN(C(=O)CN2CCOC2=O)CC1
  1.2, i, -0.8
> CCn1c(=N)n(CC(O)COc2ccc(C)cc2)c2ccccc21 (configuration not stated)
  -3.3, i, -0.2
> CCN(CC)CCNC(=O)c1cc2c(=O)n(CC)c3ccccc3c2s1
  -0.73, i, 1.5
> Cc1c(Cl)cnc(NC(=O)COC(=O)C(NC(=O)c2ccco2)C(C)C)c1Cl (configuration not stated)
  2.2, i, -0.2
> COc1ccc(N2CCN(C(=O)c3cccc(NS(=O)(=O)c4cccc(F)c4)c3)CC2)cc1
  -0.32, i, x
> CCCN1CCN(C(=O)c2cc3c(s2)-c2ccccc2OC3)CC1
  0.78, i, 0.6
> O=C(Nc1cccc(Cl)c1)Nc1ccc(Br)cc1F
  -0.1, i, -1.3
> Cc1ccnc(NS(=O)(=O)c2ccc(NC(=O)C3CCCCC3)cc2)n1
  -0.17, i, -3.1
> CCn1c(=S)[nH]c2cc(C(=O)OC)ccc2c1=O
  0.75, i, -2.8
> COc1ccc(CCNC(=O)c2ccnc(C(C)(C)C)c2)cc1OC
  0.19, i, -1.8
> CNC(=S)N/N=C/c1cc(C)n(-c2ccc(Cl)c(Cl)c2)c1C
  0.48, i, 0.5
> CNc1c(NS(=O)(=O)c2ccc(C3CCCCC3)cc2)c(=O)oc2ccccc12
  -0.61, i, 0.2
> Cc1ccc2cc(CN(Cc3ccccc3)Cc3nnnn3C3CCCC3)c(=O)[nH]c2c1
  0.2, i, -0.2

Three compounds drawn at random from the list so far, as already listed:
Value order – Kir21 block, KCNQ2 block, STK33 inh
> COc1ccc(N2CCN(C(=O)c3cccc(NS(=O)(=O)c4cccc(F)c4)c3)CC2)cc1
  -0.32, i, x
> Cc1ccnc(NS(=O)(=O)c2ccc(NC(=O)C3CCCCC3)cc2)n1
  -0.17, i, -3.1
> Cc1cccc(NC(=O)c2cccc(NC3=NC4CS(=O)(=O)CC4S3)c2)c1 (configuration not stated)
  0.72, i, -0.5

Next part
Value order – Kir21 block, KCNQ2 block, STK33 inh
> CN(C(=O)CCc1ccccc1)c1nnc(-c2ccncc2)s1
  0.93, i, -1.7
> O=C(NCc1ccco1)c1ccc2ccccc2c1
  0.81, i, -0.7
> O=S(=O)(c1cccc(C(F)(F)F)c1)N1CCC(c2nc3ccccc3[nH]2)CC1
  1.2, i, -2.0
> COc1ccc(NS(=O)(=O)c2ccc3c(c2)Cc2ccccc2-3)cn1
  0.06, i, 0.6
> Cc1ccc(C)c(N/C(N)=N/c2nc(C)cc(C)n2)c1
  1, i, -0.7
> COc1cc2cc(C(=O)N(C)Cc3ccccc3)[nH]c2cc1OC
  -1.1, i, -1.5
> COC(=O)/C=C1\SC(=NC(=O)c2cccc(Cl)c2)NC1=O
  -0.92, i, x
> CN(c1ccc(C(=O)N2CCCCC2)cc1)S(=O)(=O)c1ccccc1
  0.62, i, 6.0
> COc1cc(C(C[N+](=O)[O-])c2c(C)[nH]c3ccccc23)ccc1O (configuration not stated)
  -2.4, i, -0.4
> COc1cccc(CSc2nnc(CSc3nc4nc(C)cc(C)n4n3)s2)c1
  -0.04, i, -1.2
> Cc1cc(O)c(C(=O)/C=C/c2ccccc2Br)c(=O)o1
  -0.89, i, 2.6
> O=C(CN1CCN(Cc2ccc3c(c2)OCO3)CC1)Nc1ccc(N2CCOCC2)cc1
  -0.49, i, -1.2
> N#CC[C@H](Cc1ccccc1)N1CCN(Cc2ccccc2)CCC1=O
  0.67, i, -0.7
> CC(=O)Nc1cccc(Oc2ncnc3scc(-c4ccc(C)cc4)c23)c1
  0.01, i, x
> CN1c2ccccc2C(C)(C)C12CC(c1cccc(S(=O)(=O)N3CCCC3)c1)=NO2 (configuration not stated)
  -2, i, 0.1
> CCC(=O)C1CCCN(C(=O)c2ccc(OC)c(OC3CCN(C(C)=O)CC3)c2)C1 (configuration not stated)
  -1.3, i, -1.2
> COC(=O)c1sccc1NC(=S)N1C(C)CCCC1C (configuration not stated)
  0.01, i, 0.1
> Cc1ccccc1NC(=S)NCCc1ccc(S(N)(=O)=O)cc1
  -0.33, i, 0.1
> CCOc1ccc(N(CC(=O)Nc2ccc(OC)cc2)S(=O)(=O)c2c(C)noc2C)cc1
  0.03, i, -0.3
> CC(=O)c1ccc2noc(-c3ccc(F)cc3)c2c1
  -0.53, i, 3.9

Limited to KCNQ2 block, for some of the entries so far:
structure	KCNQ2 block
O=C(CN1CCN(Cc2ccc3c(c2)OCO3)CC1)Nc1ccc(N2CCOCC2)cc1	i
N#CC[C@H](Cc1ccccc1)N1CCN(Cc2ccccc2)CCC1=O	i
CC(=O)Nc1cccc(Oc2ncnc3scc(-c4ccc(C)cc4)c23)c1	i
CN1c2ccccc2C(C)(C)C12CC(c1cccc(S(=O)(=O)N3CCCC3)c1)=NO2 (configuration not stated)	i

Next compounds.
Value order – Kir21 block, KCNQ2 block, STK33 inh
> Cc1cc(C(=O)COC(=O)c2nc3nccc(C)n3n2)c(C)n1CC1CCCO1 (configuration not stated)
  0.05, i, -0.1
> Cc1cccc(NC(=O)c2cc3n(n2)C(C(F)(F)F)CC(C2CC2)N3)c1C (configuration not stated)
  0.22, i, 0.1
> COC(=O)Cn1c(=NC(=O)c2cc(OC)cc(OC)c2)sc2cc(OC)ccc21
  0.1, i, -1.3
> CCOc1cc(Br)c(C(=O)O)cc1OC
  -0.07, i, -0.6
> Cc1csc(=O)n1CC(=O)OCC(=O)c1c(N)n(CC(C)C)c(=O)n(C)c1=O
  -2.1, i, -0.9
> CCOc1ccc2[nH]c(C(=O)N/N=C/c3cc(OC)c(OC)c(OC)c3)cc2c1
  0.59, i, 1.3
> Cc1ccc(NCc2nnc(SCC(=O)NCc3ccco3)n2CC2CCCO2)cc1Cl (configuration not stated)
  -3.1, i, 1.8

Not a hit list; about 1.9% have a hit in one of these screens.
